M18AAP inhibitor: PfM18AAP enzyme inhibition | recombinant PfM18AAP, H-Glu-NHMec fluorogenic cleavage | inhibition, % at 7.35 µM | hit rate 1.2% among 290,000;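 active = inhibition above the campaign mean inhibition over all tested compounds plus 3 SD, cut at about 28% in these data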;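 also: 0% = plate median of test compound wells and 100% = 2 mM ZnCl2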
MEKK2 WT-MEK5: raises or lowers MEK5 binding to wildtype human MEKK2 PB1 domain. binding response (% of control), % at 10 µM. AID 1531. bead flow cytometry, Alexa488-MEK5 binding to MEKK2 WT; actives lie on both sides. hit rate 1.1% among 290,000; in the data active = binding response below about 67% or above about 130%
OXTR agonist: activates the human oxytocin receptor; activation, % at 3 µM; CHO-OTR cells, Fluo-8 calcium fluorescence; normalized: DMSO 0%, oxytocin 100%; hit rate 0.32% among 320,000;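 active = activation above the mean of all tested compounds plus 3 SD, cutoff set per screening run, cut at about 20% in these data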;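 also: peak over basal fluorescence ratio from a 100 s FLIPR kinetic read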
MEKK3 PB1 HTS: raises or lowers MEK5 binding to the human MEKK3 PB1 domain; bead-based flow cytometry, Alexa488-MEK5 binding to MEKK3; actives lie on both sides; 0 = blocked by unlabeled MEK5, 100 = vehicle; binding response (% of control), % at 10 µM; hit rate 1.4% among 290,000;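 active = binding response more than 3 SD above or below the average of its plate-row segment, actives on both sides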;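 also: Alexa488 bead fluorescence after subtracting the streptavidin-only scavenger bead signal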
Target sequence (Q99759 whole entry, looked up, the tested form may be a part): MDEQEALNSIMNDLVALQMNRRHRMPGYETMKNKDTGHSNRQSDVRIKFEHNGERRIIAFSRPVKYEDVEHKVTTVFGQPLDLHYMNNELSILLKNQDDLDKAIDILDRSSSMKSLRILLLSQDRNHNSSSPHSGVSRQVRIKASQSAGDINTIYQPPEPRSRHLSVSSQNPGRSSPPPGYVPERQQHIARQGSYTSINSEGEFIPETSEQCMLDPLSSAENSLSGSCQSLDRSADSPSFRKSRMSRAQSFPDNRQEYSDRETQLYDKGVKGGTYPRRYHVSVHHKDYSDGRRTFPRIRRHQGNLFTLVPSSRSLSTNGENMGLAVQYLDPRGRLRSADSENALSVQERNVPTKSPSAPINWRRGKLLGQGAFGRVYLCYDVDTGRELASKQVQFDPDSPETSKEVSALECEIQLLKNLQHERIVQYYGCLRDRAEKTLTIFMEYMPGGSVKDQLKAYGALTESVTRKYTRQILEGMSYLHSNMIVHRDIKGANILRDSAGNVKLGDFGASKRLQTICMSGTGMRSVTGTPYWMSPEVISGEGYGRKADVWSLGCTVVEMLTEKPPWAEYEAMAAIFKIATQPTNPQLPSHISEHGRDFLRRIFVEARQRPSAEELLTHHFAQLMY
NALP1 inh: NALP1 inhibition; S. cerevisiae NALP1/ASC/caspase-1 growth, X-gal OD620, 72 h; AID 2071; inhibition, % at 10 µM; hit rate 0.61% among 280,000; in the data active = inhibition mostly above about 24%, no sharp cut-off; inactive = mostly below about 32%; also: some compounds called inactive have numbers as strong as hits
DNA FID counter: counter-screen for HCV NS3 helicase inhibitors: DNA intercalator displacement | inhibition, % at 7.9 µM | hit rate 0.17% among 290,000 | AID 1845 | DNA fluorescent intercalator displacement, fluorescence; in the data active = inhibition above about 37%;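 also: 0% = vehicle and 100% = reference compound; higher means more ethidium bromide displaced from hairpin DNA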
MEKK2 mut-MEK5: signal of MEK5 binding to mutant human MEKK2 PB1 domain; bead flow cytometry, Alexa488-MEK5 binding to MEKK2 mutant; percent response, % at 10 µM; hit rate 0.35% among 290,000; in the data active = percent response above about 24%, passing the limit was not always enough; also: inactives centre near 1; some results filed as inactive read as strong as hits; reference of the scale not given here
PHOSPHO1 inh: blocks human PHOSPHO1 phosphatase activity; Q8TCT1; recombinant PHOSPHO1, absorbance phosphatase assay; inhibition, % at 13.3 µM; hit rate 1.1% among 290,000; in the data active = inhibition above about 60%
GPR7 antagonist: human neuropeptides B/W receptor 1 antagonism | P48145 | GPR7-expressing cells, fluorescence antagonist assay | inhibition, % at 4.4 µM | hit rate 1.1% among 290,000 | AID 1861; in the data active = inhibition above about 16%, passing the limit was not always enough;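 also: cells stimulated with the agonist NPW; 0% = agonist with vehicle and 100% = vehicle without agonist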
Target sequence (P48145 whole entry, looked up): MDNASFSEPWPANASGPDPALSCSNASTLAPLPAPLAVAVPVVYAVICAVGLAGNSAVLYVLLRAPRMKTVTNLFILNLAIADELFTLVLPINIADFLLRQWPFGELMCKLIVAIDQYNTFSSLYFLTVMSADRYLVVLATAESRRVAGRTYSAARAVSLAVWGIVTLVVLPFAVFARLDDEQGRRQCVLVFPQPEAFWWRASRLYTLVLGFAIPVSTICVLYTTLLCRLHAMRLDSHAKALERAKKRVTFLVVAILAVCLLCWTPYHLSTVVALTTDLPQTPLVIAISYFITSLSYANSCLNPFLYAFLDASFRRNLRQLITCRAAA
An asterisk follows results filed as active; x = no result given; & = joins results of further samples; [ ] = another dose, or the depositor's remark.

SMILES	M18AAP inhibitor	MEKK2 WT-MEK5	OXTR agonist	MEKK3 PB1 HTS	NALP1 inh	DNA FID counter	MEKK2 mut-MEK5	PHOSPHO1 inh	GPR7 antagonist
CCc1ccc(-c2nc(CS(=O)CC(=O)NCc3ccccc3)c(C)o2)cc1 (stereo unspecified)	-1	102	-0.6	101	14	-38	2	33	-10
c1ccc(Nc2ccccn2)cc1	-4	102	-0.9	101	50	-5	2	36	-12
CC(C)OC(=O)c1c(-c2ccc(C(C)C)cc2)csc1NC(=O)C1CCCO1 (stereo unspecified)	-10	107	-0.6	110	16	-4	2	14	2
Cc1ccc(S(=O)(=O)NC(=O)N2CCCN(Cc3ccc(F)cc3)CC2)cc1	1	100	-0.1	96	0	-4	-4	46	-11
Cc1cc(N/N=C/c2c(O)ccc3ccccc23)nc(-c2ccccc2O)n1	-3	119	-0.2	106	22	2	1	-12	-3
COc1ccc(/C=N/NC(=O)c2c(C)nc3ccc(Cl)cn23)cc1OC	1	104	-1.1	103	0	-24	6	40	-6
CC(=O)OCC1CCCC2=C(C)C(=O)CCC21COC(C)=O (stereo unspecified)	-1	97	-0.1	96	30	-8	-2	-10	-8
O=c1cc(CN2CCOCC2)c2cc(Cl)c(O)cc2o1	1	95	2.3	95	3	-1	2	18	-14
c1ccc(-n2nnnc2Oc2cccc3cccnc23)cc1	5	-8.0*[inhibitor]	-1.3	0.0*[inhibitor]	33	-14	-25	0	6
O=C(CC1SC2=NCCN2C1=O)Nc1ccc(Br)cc1 (stereo unspecified)	-2	102	0.8	109	-75	-1	3	-1	-7
CCCOc1ccc(C(CC(=O)O)NC(=O)c2sc3ccccc3c2Cl)cc1 (stereo unspecified)	1	111	0.5	109	15	-28	12	36	-9
O=C(NC1CC1)C1CCN(C2CCN(C(=O)CC3=CCCCC3)CC2)CC1	-2	96	1.4	101	0	-3	-10	12	-3
CC(NC(=O)c1cc(S(=O)(=O)N2CCOCC2)cn1C)c1ccccc1 (stereo unspecified)	0	98	-0.7	96	7	-9	-6	-25	1
Cc1cccn2c(=O)c(C=O)c(Nc3ccccc3)nc12	-8	105	0.6	106	-8	-19	7	7	-3
CCS(=O)(=O)n1nc(-c2ccco2)nc1SC	0	98	-0.1	101	17	-1	3	-70	7
CCOC(=O)C1CCN(C(=O)C2CCN(c3nnc(-n4cccc4)s3)CC2)CC1	-3	102	-2.1	100	3	-51	-1	48	-7
CCOC(=O)c1sc(NC(=O)c2cccc(S(=O)(=O)N3c4ccccc4CC3C)c2)cc1C (stereo unspecified)	-4	106	1.2	101	30	9	0	-2	-6
CC(C)CNC(=O)NC(=O)COC(=O)c1ccccc1Sc1ccc(C(F)(F)F)cc1[N+](=O)[O-]	0	111	-1.4	102	20	2	16	-14	-4
Cc1ccc2[nH]c(=O)c(CN(CCc3ccccc3)Cc3nnnn3CC3CCCO3)cc2c1 (stereo unspecified)	-1	89	-1.0	92	18	2	-8	-1	-8
O=C(NNC(=O)c1cc(-c2ccccc2)n(-c2ccccc2)n1)c1cccc([N+](=O)[O-])c1	2	104	-0.1	109	8	-2	19	-14	5
CCCNC(=O)c1ccc(N2CCC3(CC2)CC(c2ccccc2)=NO3)c(NC(=O)Cc2ccc(F)cc2)c1	-9	90	-2.0	102	-15	-26	-9	-13	-11
Cc1cccc(-n2c(SCC(=O)N3CCCC3)nnc2-c2ccccn2)c1C	-4	x	-0.3	x	12	-20	x	24	-11
Cc1ccc(/C=N\NC(=O)c2ccc3c(c2)OCO3)o1	19	99	0.1	98	-10	-7	-1	18	7
CCOC(=O)Cn1c2c(c(=N)c3c1CCC3)CCC2	-1	103	1.3	97	33	-2	3	-2	-11
COc1ccc(N2CCN(C(=O)C3CCN(S(=O)(=O)N4CCOCC4)CC3)CC2)cc1	2	103	x	105	-5	-24	4	44	-7
COc1ccc(S(=O)(=O)N2CCCC(C(=O)O)C2)cc1 (stereo unspecified)	7	x	0.5	x	10	1	x	12	-6
CCC(C)(C(=O)NC1CCCC1)N(C(=O)Cc1cccs1)c1c(C)n(C)n(-c2ccccc2)c1=O (stereo unspecified)	-4	88	-0.4	87	-1	-26	-16	37	9
Cc1cccc(NC(=O)CCCN2C(=O)C(c3ccccc3)Oc3cccnc32)c1C (stereo unspecified)	-11	97	1.1	98	19	-54	-5	28	-2
CN(CC(=O)N1CCN(c2ccccn2)CC1)S(=O)(=O)c1ccc(Cl)cc1	1	84	1.8	93	16	-25	-9	6	-3
CN1/C(=c2/s/c(=C3/C(=O)N(c4ccccc4)NC3=Nc3ccccc3)n(C)c2=O)C(C)(C)c2ccccc21	-2	99	2.3	100	26	-23	3	7	-2
O=C(COC(=O)CCCC1=NS(=O)(=O)c2ccccc2N1)Nc1ccc(Br)cc1	-4	102	0.8	101	12	-12	1	21	-3
COc1ccc(-n2c(C)c(C(=O)O)c3cc(OC)c4ccccc4c32)cc1	2	99	-1.0	102	-66	-6	2	-21	-5
COc1ccccc1NC(=O)c1cc(S(=O)(=O)N2CCC3(CC2)OCCO3)ccc1F	1	100	-1.2	100	13	2	1	14	-11
O=C(c1coc(=O)c(Br)c1)N1CCOCC1	-3	88	x	90	34	4	-6	-19	-13
O=C(NCc1ccco1)c1nn2c(C(F)(F)F)cc(-c3cccs3)nc2c1Cl	7	100	-0.9	101	-5	-4	1	8	-9
Cc1cc(C)n2nc(SCCOc3ccccc3F)nc2n1	-14	78	-0.9	69	3	-7	-9	19	-10

Whole records, quoted from the list:
`CCC(C)(C(=O)NC1CCCC1)N(C(=O)Cc1cccs1)c1c(C)n(C)n(-c2ccccc2)c1=O` (stereo unspecified) is listed as M18AAP inhibitor = -4; MEKK2 WT-MEK5 = 88; OXTR agonist = -0.4; MEKK3 PB1 HTS = 87; NALP1 inh = -1; DNA FID counter = -26; MEKK2 mut-MEK5 = -16; PHOSPHO1 inh = 37; GPR7 antagonist = 9
`O=C(NCc1ccco1)c1nn2c(C(F)(F)F)cc(-c3cccs3)nc2c1Cl` is listed as M18AAP inhibitor = 7; MEKK2 WT-MEK5 = 100; OXTR agonist = -0.9; MEKK3 PB1 HTS = 101; NALP1 inh = -5; DNA FID counter = -4; MEKK2 mut-MEK5 = 1; PHOSPHO1 inh = 8; GPR7 antagonist = -9

The list goes on:
SMILES	M18AAP inhibitor	MEKK2 WT-MEK5	OXTR agonist	MEKK3 PB1 HTS	NALP1 inh	DNA FID counter	MEKK2 mut-MEK5	PHOSPHO1 inh	GPR7 antagonist
CN1CCc2c(sc(NC(=O)C3CCCCC3)c2C(N)=O)C1	-1	98	-0.2	102	-3	0	4	31	1
CCCC(=O)NC(=S)N1CCN(c2ccc([N+](=O)[O-])cc2)CC1	-9	102	-2.3	105	22	-4	-1	13	-4
COc1cccc(-c2[nH]nc3c2C(c2ccsc2)C(C#N)=C(N)O3)c1 (stereo unspecified)	3	96	1.7	96	15	-6	0	28	5
Cc1ccc(NC(=O)COc2ccccc2[N+](=O)[O-])nc1	11	83	-0.4	74	16	-2	-9	24	-6
O=C(NCCc1c[nH]c2ccccc12)OCCSS(=O)(=O)O	-3	100	-0.2	85	19	-5	0	32	-1
Cc1nc2c(cc1NC(=O)C(C)(C)C)nc(C)n2Cc1ccccc1	-2	108	0.9	103	-1	-7	10	36	4
Nc1nc(Cl)nc2c1ncn2[C@H]1C[C@H](O)[C@@H](CO)O1	-6&4	93&76&87	-0.7	87&104&92	2&6	1&0	2&-42&-4	8&40	-13&-11
COc1cccc(NC(=S)N(CCCN2CCOCC2)C(C)c2cc3ccccc3o2)c1 (stereo unspecified)	2	94	1.4	95	-8	6	-5	-30	-6
CN(CC(=O)Nc1cccc(F)c1)CC(=O)Nc1cccc([N+](=O)[O-])c1	0	691*	2.1	122	5	1	506*	9	1
C=CCN(C(=O)CCC(=O)Nc1cc(C)on1)C(C(=O)NC1CCCC1)c1ccc(OC)c(OC)c1 (stereo unspecified)	-4	99	5.5	100	0	-42	1	36	-8
CCOc1ccc(-c2c(C(=O)N/N=C/c3ccccc3)nnn2-c2nonc2N)cc1	1	101	-1.7	101	-6	-10	8	20	-13
C/C(=N\NC(=O)c1c(Cl)c(C)nn1C)c1ccc(NC(=O)C2CCC2)cc1	2	108	-0.1	102	-1	-36	5	29	-9
COC(=O)c1ccc(C)c(NC(=O)c2nn(C)c(=O)c3ccccc23)c1	-5	99	0.8	98	0	-5	1	-8	-15
Cc1cccc(-n2ncc3c(NCc4ccco4)ncnc32)c1	2	x	-0.7	x	6	-7	x	-1	15
CCN(CC)c1ccc(/C=C(\C#N)C(=O)c2ccc(Br)cc2)cc1	-2	148*	133*	123	29	-13	153*	6	9
O=C(Cc1n[nH]c(=O)c2ccccc12)NC(c1ccccc1)c1ccccc1	-4	89	-0.3	95	x	-7	-12	-8	-5
CCCCOC(=O)n1c(=O)oc2ccc(S(=O)(=O)N3CCCCC3)cc21	-6	98	7.5	100	x	-23	-3	23	-7
COc1ccc(C2(C)NC(=O)N(CC3CCCCC3)C2=O)cc1 (stereo unspecified)	-4	105	1.3	105	10	-28	4	28	5
O=C(Nc1ccc(Oc2ccccc2)cc1)C1CCCO1 (stereo unspecified)	-2	104	0.0	104	34	-4	4	-1	12
Cc1ccc(Cl)cc1N1CCN(S(=O)(=O)c2c(C(=O)N3CCOCC3)c(C)n(C)c2C)CC1	-4	99	1.9	102	2	-60	-1	53	15
Cc1occc1C(=O)N1CCCC(Nc2ccc(F)c(F)c2)C1 (stereo unspecified)	5	101	0.5	103	-7	-8	4	14	4
COc1ccc(N2CCN(C(=O)c3ccccc3NS(=O)(=O)c3ccc(C)cc3)CC2)cc1	15	99	x	102	-2	-46	2	56	-12
Cc1cc(C)c(C#N)c(N2CCC(C(N)=O)CC2)n1	-6	98	-0.4	97	-9	-6	-3	-43	-6
C=CCNC(=S)Nc1ccc(N2CCOCC2)c(S(=O)(=O)Nc2ccccc2Cl)c1	-5	99	2.7	103	-14	-12	0	36	-5
COc1ccc(S(=O)(=O)N(Cc2ccccc2)Cc2nc3ccccc3c(=O)[nH]2)cc1	0	102	-0.9	106	14	-9	12	-9	-1
CC1CCN(Cc2c(C(=O)N/N=C/c3cccc(Cl)c3)nnn2-c2nonc2N)CC1	1	91	-1.0	98	14	-6	0	36	-18
CCCc1c(C(=O)Nc2ccc(F)cc2)cnn1-c1ccccc1	-10	70	-0.3	70	x	-16	-13	41	-4
CCCn1c(SCC(=O)Nc2cccc(C(=O)OCC)c2)nnc1-c1ccoc1C	0	110	0.7	105	32	-14	2	5	-10
CCc1cccc(NC2c3ccccc3C(=O)N2c2ccc(C)cn2)c1 (stereo unspecified)	4	104	-2.3	105	6	-23	1	-4	-13
CCc1nnc(NC(=O)c2oc3cc(C)c(C)cc3c2C)s1	-4	102	0.1	102	31	-4	2	-13	-9
Cc1cc(-n2c(SCC(=O)NCCC3=CCCCC3)nc3n[nH]c(C)c3c2=N)ccc1Cl	5	97	-1.5	103	21	-20	5	48	-20
COc1ccc(S(=O)(=O)Cc2ccc(C(=O)N3CCN(c4ccccc4)CC3)o2)cc1	7	107	-1.5	110	18	-31	4	38	0
N#CNC(=Nc1ccc(Cl)cc1)Oc1ccccc1	4	78	-1.0	77	x	4	-5	32	5
CCc1cc(=O)oc2cc(C)c(CN3CCCC(C)C3)c(O)c12 (stereo unspecified)	8	101	0.9	89	-10	-23	5	-7	-17
C[C@H](NC(=O)c1ccccc1Cl)C(=O)NCc1cccs1	5	107	-1.2	116	3	-8	-1	-3	-5
CN1[C@@H]2CC[C@H]1CC(OC(=O)C(CO)c1ccccc1)C2 (stereo partly specified)	-2	98	2.0	99	x	-3	3	8	-4
c1ccc(CNc2ncnc3nc[nH]c23)nc1	-6	97	0.2	96	x	1	4	10	8
Cc1cccc(NC(=O)c2nc[nH]c2C(=O)N[C@@H](Cc2ccccc2)C(=O)OC(C)(C)C)c1	x	96	0.5	96	x	x	-8	44	x

Screening data deposited in PubChem BioAssay by several laboratories.
